# DYRK1A inh: inhibitors of rat Dyrk1A kinase | Q63470 | AID 504441 | 0.43% of 310,000 active | inhibition, % at 12.5 µM | ADP-Glo luminescence, NFATc1 peptide; in the data active means inhibition above about 50%;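 further: plate controls were vehicle with enzyme for no effect and no enzyme for full effect; many of its hits are not listed in these tables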
# KCNK9 block: blocks the human KCNK9 two-pore domain potassium channel. 1.2% of 310,000 active. B-score at 10 µM. HEK293 KCNK9, FluxOR thallium flux fluorescence; active compounds read low. Q9NPC2. AID 488922;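 active means ratio B-score over 3 SD below the library mean, with starting fluorescence within 5 SD of its mean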;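 further: negative B-score means less thallium flux so channel inhibition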
# RGS4 block: inhibitors of human RGS4; AID 463165; B-score at 10 µM; 0.45% of 310,000 active; HEK293 M3R/RGS4 inducible, Fluo-4 calcium flux; active compounds read high; triggered by carbachol at its EC20;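 active means B-score, a plate-corrected calcium signal, over three deviations above library mean, with baseline fluorescence within five deviations of library mean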;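 further: RGS4 expression induced by doxycycline in cells with stable M3 receptor; B-score is computed from the integrated fluorescence ratio over baseline after carbachol; higher B-score means a larger calcium signal and so more RGS4 inhibition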
# Target sequence (P49798 whole entry, looked up): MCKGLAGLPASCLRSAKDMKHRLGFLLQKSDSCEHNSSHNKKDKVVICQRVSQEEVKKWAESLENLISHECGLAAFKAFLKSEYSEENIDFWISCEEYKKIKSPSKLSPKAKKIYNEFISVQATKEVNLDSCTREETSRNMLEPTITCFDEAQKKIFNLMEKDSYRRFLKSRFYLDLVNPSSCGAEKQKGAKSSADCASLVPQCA
# GSK3B inh: human GSK3beta kinase inhibition; activity score (negative = inhibition), % at 10 µM; GST-GSK3beta kinase, ADP-Glo luminescence, 60 min; active compounds read low; AID 2097; 0.038% of 300,000 active; P49841;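 active means more than half of replicate wells score below -50%, meaning over 50% inhibition versus plate controls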;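 further: 0% = median DMSO wells and -100% = median GW8510 positive control wells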
#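 Assay system: GST-fused GSK3beta enzyme, cell-free / Medium: Tris pH 7.5 buffer with MgCl2, DTT, BSA, heparin / Also added: peptide substrate plus 25 µM ATP (final) / Compound: 10 µM single point / Timing: kinase reaction with compound 60 min at room temperature / Detection: ADP-Glo luminescence / Benchmarks: DMSO neutral wells and GW8510 at 20 µM as positive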
# KCNK3 inh: human KCNK3 channel inhibition, primary screen. O14649. CHO-KCNK3 thallium flux, FluxOR fluorescence; active compounds read low. B-score at 10 µM. 0.84% of 340,000 active. AID 602410;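 active means B-score under library mean minus 4 SD, starting fluorescence ratio at most library mean plus 5 SD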;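 further: more negative B-score means stronger inhibition of thallium flux through KCNK3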
# hERG rescue: compounds protecting human hERG from proarrhythmic drug block. activation (rescue from dofetilide block), less the hit threshold, % at 10 µM. AID 1511. 0.51% of 310,000 active. CHO-hERG, FluxOR thallium flux, dofetilide IC70 present;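 active means activation above the mean of controls blocked by dofetilide plus 5 SD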;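 further: thallium influx through hERG after potassium depolarization seen as dye fluorescence rise; in these data hits start at about 4.7%; inactives centre near -7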
# KCNQ1 pot: potentiators or activators of human KCNQ1 potassium channel. 0.35% of 310,000 active. CHO-K1 KCNQ1, thallium flux FluxOR fluorescence; active compounds read high. AID 2648. B-score at 10 µM;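 active means fluorescence ratio B-score, a plate-corrected score, at least three library SD, with initial intensity B-score within 5 SD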
#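 Medium – assay buffer, equal DMSO in all wells · Material – CHO-K1 cell line with stable KCNQ1 potassium channel expression · Signal – kinetic FluxOR thallium fluorescence, 10-s 1-Hz baseline, 110-s post-stimulus read · Compound – single concentration per compound, DMSO matched to controls · Schedule – 37 °C overnight plating, 90-min dark dye load, 20-min compound pretreatment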
# RGS4 pot: potentiators or activators of RGS4; 0.92% of 310,000 active; HEK293 M3R/inducible RGS4, carbachol calcium flux Fluo4; active compounds read low; B-score at 10 µM;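 active means B-score of the integrated calcium signal more than 4 SD below the library mean, with starting fluorescence not abnormally high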;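 further: negative B-score means reduced calcium response which marks RGS4 activation or potentiation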
#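 System – HEK293 FlpIn-TREx cells, stable M3R, doxycycline-inducible RGS4 · Reagent – ECmax carbachol challenge · Times – compound preincubation 20 min at room temperature before agonist · Technique – Fluo4 fluorescence kinetic imaging of calcium · Measure – B score of integrated Fluo4 ratio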
# KCNQ1 inh: human KCNQ1 channel inhibition; P51787; CHO-K1 KCNQ1, FluxOR thallium flux fluorescence; active compounds read high; B-score at 10 µM; 1.3% of 310,000 active; AID 2642;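 active means compounds whose thallium flux B-score, printed positive for inhibition, exceeds three library SD while starting fluorescence stays within three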;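 further: channel opened by potassium depolarization with thallium stimulus after 20 min compound exposure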
# GSK3 alpha inh: blocks human GSK-3 alpha kinase. ADP-Glo luminescence, 60 min. inhibition, % at 10 µM. 0.1% of 320,000 active;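 in the data active means inhibition above about 50%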;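 further: GST-tagged GSK-3 alpha with peptide substrate and 25 µM ATP; 0% = DMSO neutral wells and 100% = GW8510 positive control wells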
# Target sequence (P49840 whole entry, looked up): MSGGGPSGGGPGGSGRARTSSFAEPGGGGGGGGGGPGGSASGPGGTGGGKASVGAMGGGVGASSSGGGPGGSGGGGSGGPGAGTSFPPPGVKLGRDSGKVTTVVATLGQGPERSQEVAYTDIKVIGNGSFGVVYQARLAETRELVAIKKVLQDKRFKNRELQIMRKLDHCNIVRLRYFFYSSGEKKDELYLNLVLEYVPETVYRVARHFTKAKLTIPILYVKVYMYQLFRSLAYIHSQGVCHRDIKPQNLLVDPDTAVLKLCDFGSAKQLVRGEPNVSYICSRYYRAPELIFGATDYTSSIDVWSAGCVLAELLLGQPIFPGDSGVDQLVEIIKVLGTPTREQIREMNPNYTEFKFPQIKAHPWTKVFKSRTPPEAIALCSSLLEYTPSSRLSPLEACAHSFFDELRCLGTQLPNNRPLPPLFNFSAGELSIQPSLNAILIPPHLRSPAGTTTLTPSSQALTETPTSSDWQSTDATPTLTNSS
# PolyA inhibitor: yeast polyadenylation inhibition; S. cerevisiae SKY197-pL101 polyadenylation reporter, beta-gal luminescence; efflux-impaired pdr1/pdr3 knockout yeast; score 100 = 6 SD above DMSO; calls only at 12 µM; 0.02% of 300,000 active; AID 1875;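 active means lowest replicate activity score at least 50, where 100 means six control SD above control mean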;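 further: yeast exposed to compound for 9 h at 30 °C; higher score means more reporter readthrough which indicates perturbed polyadenylation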
# Numbers without * were called inactive; i = inactive; / = no result given. The list is partial (hit frequency here may not be typical).
no.	structure	DYRK1A inh	KCNK9 block	RGS4 block	GSK3B inh	KCNK3 inh	hERG rescue	KCNQ1 pot	RGS4 pot	KCNQ1 inh	GSK3 alpha inh	PolyA inhibitor
1	CC(CNC(=O)c1ccc(OC2CCN(Cc3ccccn3)CC2)cc1)c1ccccc1 (configuration not stated)	0	i	i	-5	i	-8	i	i	i	-3	i
2	Cc1[nH]c(=O)[nH]c(=O)c1S(=O)(=O)Nc1cccc([N+](=O)[O-])c1C	-5	i	i	0	i	0	i	i	i	-3	i
3	COc1cccc(OCc2nc3ccccc3[nH]2)c1	16	i	i	1	i	-9	i	i	i	-28	i
4	O=C(Nc1ccc(-c2cn3ccsc3n2)cc1)C1COc2ccccc2O1 (configuration not stated)	-1	i	i	3	i	-11	i	i	i	3	i
5	CCC(=O)Nc1nnc(-c2ccc(Cl)s2)o1	8	i	i	-2	i	-14	i	i	i	0	i
6	CC1=C(C#N)C(NC(=O)C(C)(C)C)(C(F)(F)F)C(=O)N1 (configuration not stated)	-3	i	i	-1	i	-9	i	i	i	-1	i
7	CCCCN(C(=O)c1ccc(C)o1)c1c(N)n(CCCC)c(=O)[nH]c1=O	-9	i	i	3	i	-7	i	i	i	-2	i
8	COc1ccc(/C=N/NC(=O)CCC(=O)Nc2ccc(F)cc2)c(OC)c1	-7	i	i	-1	i	-5	i	i	i	1	i
9	CC1=C(C(=O)Nc2ccccc2C)C2(CCCC2)C(C(N)=O)C(=O)N1 (configuration not stated)	2	i	i	-2	i	-11	i	i	i	-1	i
10	COc1ccc(CCN2CCCC(CN(C)Cc3cccc(OC)c3)C2)cc1 (configuration not stated)	-1	i	i	2	i	-12	i	i	i	0	i
11	Cc1ccc(OCC(=O)N2CC(C)OC(C)C2)c([N+](=O)[O-])n1 (configuration not stated)	-4	i	i	-8	i	-11	i	i	i	-2	i
12	CC(=O)Nc1cccc2c1Cc1ccccc1-2	/	i	i	2	i	-3	i	i	i	-5	i
13	Cc1cc(C)n(C(=O)CNC(=O)c2ccc3c(c2)OCCO3)n1	10	i	i	1	i	-4	i	i	i	-2	i
14	CC(C)N(C)C1CCN(C(=O)Nc2ccc(Cl)cc2)CC1	-4	i	i	-5	i	-5	i	i	i	-1	i
15	COC(=O)CCCC1=CC2=CC(=O)C(C)(OC(=O)c3cccs3)C(=O)C2=CN1Cc1ccc2c(c1)OCO2 (configuration not stated)	-24	i	i	1	i	-6	i	i	i	0	i
16	CCc1nc2ccccc2c(C(=O)Nc2ccc(F)cc2)c1C	-2	i	i	0	i	-8	i	i	i	0	i
17	Cc1nnc(SCC(=O)NCC2CCCO2)n1-c1ccccc1 (configuration not stated)	-4	i	i	2	i	-5	i	i	i	-4	i
18	CC1=C(C(=O)O)N2C(=O)C(NC(=O)c3nn(C)cc3[N+](=O)[O-])C2SC1 (configuration not stated)	-2	i	i	3	i	-12	i	i	i	-2	i
19	O=C(CNc1ccccc1)N/N=C/c1ccc2c(c1)OCO2	-1	i	i	-19	i	-12	i	i	i	10	i
20	N/C(=N\OC(=O)COc1ccc(Cl)cc1)c1ccc(Cl)cc1	3	i	i	2	i	-10	i	i	i	-1	i
21	c1ccc2c(c1)CCNC2c1ccncc1 (configuration not stated)	3	i	i	0	i	-15	i	i	i	1	i
22	COc1ccc(-c2[nH]ncc2-c2cnn(-c3ccccc3)c2)c(O)c1	36	i	i	3	i	-18	i	i	i	0	i
23	C=CCn1c(=O)[nH]c2cc(C(=O)N3CCN(c4cc(C)ccc4C)CC3)ccc2c1=O	-6	i	i	4	i	-14	i	i	i	1	i
24	CC(C)(C)OC(=O)[C@H](Cc1ccccc1)NC(=O)c1nc[nH]c1C(=O)N1CCN(c2ccccc2)CC1	/	i	i	2	i	-13	i	i	i	0	i
25	CCOC(=O)N1CCC(c2[nH][nH]c(=O)c2C)CC1	3	i	i	1	i	-12	i	i	i	1	i
26	Brc1c(-c2ccc3c(c2)OCO3)nc2ncccn12	7	i	i	-5	i	-17	i	i	i	9	i
27	Fc1ccc(OCCCn2ccnc2)cc1	-5	i	i	-3	i	-2	i	i	i	-3	i
28	O=C(CCCn1c(=S)[nH]c2cc3c(cc2c1=O)OCO3)NCc1ccccc1Cl	/	i	i	2	i	-8	i	i	i	-4	i
29	O=C(NCCCN1CCc2ccccc2C1)C1CCN(S(=O)(=O)N2CCC3(CC2)OCCO3)CC1	0	i	i	-1	i	-15	i	i	i	-1	i
30	NNC(=O)c1cccc(S(=O)(=O)Nc2cccc(C(F)(F)F)c2)c1	-1	i	i	1	i	-10	i	i	i	-1	i
31	COc1ccc(C(=O)N2CCNC(=O)C2CC(=O)Nc2ccc(C)c(C)c2)cc1 (configuration not stated)	5	i	i	1	i	-7	i	i	i	-4	i
32	CCCCC(=O)Nc1nnc(S(=O)(=O)N(CC)c2ccc(OC)cc2)s1	2	i	i	4	i	-6	i	i	i	-1	i
33	Cc1ccc(NC(=O)Cc2ccc(Cl)c(Cl)c2)cc1S(=O)(=O)N(C)C	3	i	i	1	i	-9	i	i	i	1	i
34	CCn1nnnc1SCC(=O)N1CCN(c2ccccc2)CC1	8	i	i	4	i	-7	i	i	i	7	i
35	CCCOc1cccc(C2C(C(=O)c3cccs3)=C(O)C(=O)N2Cc2cccnc2)c1 (configuration not stated)	1	i	i	3	i	-1	i	i	i	0	i
36	Cc1ccc2oc(=O)c3cc(C(=O)N4CCN(C(=O)c5ccco5)CC4)sc3c2c1	/	i	i	4	/	-10	i	i	i	-2	i
37	CC1CCN(C(=O)CSc2nc3ccccc3c(=O)n2Cc2ccc3c(c2)OCO3)CC1	1	i	i	0	i	-16	i	i	i	-5	i
38	O=C1[C@@H]2C(c3ccc(F)cc3)=NO[C@@H]2C(=O)N1Cc1ccccc1	/	i	i	-3	i	-3	i	i	i	1	i
39	Cc1c(C(=O)N2CCCCC2)oc2ccc(S(=O)(=O)N3CC(C)CC(C)C3)cc12 (configuration not stated)	2	i	i	0	i	-8	i	i	i	2	i
40	Cc1ccccc1NC(=O)C12CC3CCC1(C)C3(C)CO2 (configuration not stated)	-5	i	i	-1	i	-2	i	i	i	4	i
41	C(=C\c1nc2ccccc2[nH]1)/c1ccccc1	36	i	i	-5	i	-15	i	i	i	9	i
42	CCOc1ccc(/C(O)=C2/C(=O)C(=O)N(c3ccccn3)C2c2ccc(Cl)cc2)c(C)c1 (configuration not stated)	/	i	i	-1	i	-4	i	i	i	2	i
43	CCn1cc(C(=O)OCC(=O)Nc2cc(S(=O)(=O)N(C)C)ccc2C)c(=O)c2ccc(C)nc21	4	i	i	0	i	-2	i	i	i	-2	i
44	Cc1ccc(S(=O)(=O)CCC(=O)c2ccc(O)cc2O)cc1	-3	i	24*	-1	i	-30	i	i	i	0	i
45	CCOc1c(CNCCNC(=O)c2nonc2N)cccc1OC	-11	i	i	-3	i	0	i	i	i	-1	i
46	COc1ccc(S(=O)(=O)N(C)c2ccccc2)c2cccnc12	9	i	i	0	i	-13	i	i	i	-2	i
47	COC(=O)c1cc(OC)c(OC)cc1NC(=O)c1ccco1	5	i	i	2	i	-3	i	i	i	0	i
48	COc1ccc(S(=O)(=O)Cc2ccc(C(=O)N3CCC(C(N)=O)CC3)o2)cc1	0	i	i	-5	i	-3	i	i	i	-1	i
49	COc1cccc(NC(=O)Cn2nnc(C(=O)Nc3cc(Cl)ccc3OC)c2N)c1	-5	i	i	14	i	-4	i	i	i	-2	i
50	O=C(CSc1ncnc2ccccc12)Nc1cc(S(=O)(=O)N2CCCCC2)ccc1Cl	-15	i	i	-1	i	-16	i	i	i	-1	i
51	COc1ccccc1NC(=O)/C(C#N)=C/c1ccncc1	-7	i	i	2	i	-22	i	i	i	-1	i
52	C=C(C(=O)c1ccccc1)C(C)C(=C)C(=O)c1ccccc1	-3	i	i	-1	i	-5	i	i	i	-6	i
53	COc1ccc(S(=O)(=O)Nc2ccccc2C(=O)NC(C)(C)C)cc1OC	-1	i	i	0	i	-9	i	i	i	0	i
54	Nn1c(SCC(=O)Nc2nccs2)nncc1=O	/	i	i	-3	i	-9	i	i	i	-4	i
55	Cc1cc(C)n(-c2cc(-c3ccccc3)nc(C)n2)n1	-12	i	i	-1	i	-6	i	i	i	1	i
56	C=C(C)C1CC=C(CN2CC(C)OC(C)C2)CC1 (configuration not stated)	-4	i	i	2	i	-13	i	i	i	-2	i
57	O=C(NC1=NCCS1)c1ccc(Cl)s1	-1	i	i	2	i	-9	i	i	i	-1	i
58	CNc1nc(SC)nc(N(C#N)CC(=O)OC)n1	7	i	i	1	i	-4	i	i	i	3	i
59	O=C(Nc1ccccc1)c1cnc2n(c1=O)CCS2	0	i	i	0	i	-10	i	i	i	-1	i
60	CCN(CC(=O)Nc1ccc(NC(C)=O)cc1)C(=O)COc1ccc(C(=O)c2ccccc2)cc1	-3	i	i	-21	i	-10	i	i	i	-6	i
61	COc1cc(-c2nnc3n(CCc4ccccc4)c(=O)c4ccccc4n23)cc(OC)c1OC	-4	i	i	4	i	-6	i	i	i	-2	i
62	CCOc1ccccc1N1CCN(C(=O)CC(C)(C)C)CC1	0	i	i	2	i	-10	i	i	i	-3	i
63	O=C(Cc1ccccc1)Nc1ccc(NC(=O)c2cccc(Cl)c2)cc1	0	i	i	0	i	-2	i	i	i	0	i

# Compound activity (PubChem)
